Compound activity: PubChem BioAssay, several laboratories
ERb SRC1 inh = inhibitors of ERβ-SRC1 coactivator interaction, primary screen, biochemical, TR-FRET, ERβ LBD, SRC-1 peptide. Estrogen receptor beta (Homo sapiens), Q92731. TR-FRET ER-beta LBD / SRC1-Cy5 peptide binding; receptor agonist-loaded with 1 µM estradiol. inhibition, % at 25.6 µM. actives 1.3% (n = 86,000). AID 633, 2007;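 active = compounds whose percent inhibition of the receptor-coactivator binding signal exceeds about 50% in the single-dose screen, limit read from the data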;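 note: 0% = receptor plus peptide wells without compound and 100% = peptide-only wells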
VCAM1 TNFa inh = inhibitors of TNFa-induced VCAM1 expression, primary screen, imaging, HUVEC, TNFa stimulus, immunofluorescence; HUVEC TNFa-induced VCAM-1 immunofluorescence, high-content imaging; inhibition, % at 2 µM; actives 0.48% (n = 95,000); AID 802, 2007;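 active = inhibition above the batch mean plus 3 SD, with images confirmed as a hit by eye, cut at about 37% in these data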;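 note: 0% = TNF-stimulated DMSO wells and 100% = unstimulated control wells; not every result past the cut was called active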
HUVEC tox IL1B = cytotoxicity in IL-1B stimulated HUVEC, primary screen, cytotoxicity control for IL-1B NFkB translocation project, imaging, Hoechst nuclear count, IL-1B stimulus; cell count reduction, % at 2 µM; actives 0.41% (n = 94,000); HUVEC cell count loss; AID 845, 2007;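 active = cell count reduction more than 3 SD above the screen-wide mean, cut at about 70% in these data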;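 note: normalized per plate to untreated control cells as the no-loss baseline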
F-actin modifier = modifiers of F-actin cytoskeleton organization, primary screen, imaging, HUVEC, phalloidin staining, high-content imaging. AID 836, 2007. HUVEC TNFa F-actin phalloidin imaging. inhibition, % at 2 µM. actives 0.18% (n = 91,000);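 active = inhibition above the batch mean plus 3 SD and confirmed as a hit by visual image inspection, cut at about 30% in these data, passing the limit was not always enough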; note: strong numbers were not always called active
sEH inhibitor = soluble epoxide hydrolase inhibitors, primary screen, biochemical, human sEH; Bifunctional epoxide hydrolase 2 (Homo sapiens), P34913; recombinant human sEH enzymatic activity assay; inhibition, % at 2 µM; actives 0.34% (n = 91,000); AID 707, 2007; in the data active = inhibition above about 80%; note: values of inactives mirror those of a sister screen read the other way; many of its hits are not listed in these tables
Target sequence (P34913 whole entry, looked up): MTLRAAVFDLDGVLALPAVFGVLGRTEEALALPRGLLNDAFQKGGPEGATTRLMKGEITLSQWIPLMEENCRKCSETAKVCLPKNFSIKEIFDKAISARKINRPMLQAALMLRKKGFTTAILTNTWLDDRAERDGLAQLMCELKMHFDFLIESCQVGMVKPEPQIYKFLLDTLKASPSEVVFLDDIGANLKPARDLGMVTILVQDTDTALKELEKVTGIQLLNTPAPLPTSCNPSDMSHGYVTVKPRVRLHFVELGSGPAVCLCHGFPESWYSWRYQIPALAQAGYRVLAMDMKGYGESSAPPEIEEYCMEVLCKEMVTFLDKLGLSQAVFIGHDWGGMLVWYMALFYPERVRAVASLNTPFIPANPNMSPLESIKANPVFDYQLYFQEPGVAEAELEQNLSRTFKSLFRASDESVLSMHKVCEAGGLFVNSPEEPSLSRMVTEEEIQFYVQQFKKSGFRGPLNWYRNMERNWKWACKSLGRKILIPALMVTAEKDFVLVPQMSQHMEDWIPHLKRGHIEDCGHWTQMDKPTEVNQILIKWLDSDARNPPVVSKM
sEH act = soluble epoxide hydrolase activators, primary screen, biochemical, human sEH; actives 0.04% (n = 91,000); purified human sEH enzymatic activity, activator screen; Bifunctional epoxide hydrolase 2 (Homo sapiens), P34913; AID 717, 2007; activation, % at 2 µM; in the data active = activation above about 37%; note: values of inactives mirror those of a sister screen read the other way
Candida biofilm = clotrimazole potentiators killing Candida biofilms, primary screen, with clotrimazole, Alamar Blue; C. albicans biofilm + clotrimazole; inhibition, % at 6 µM; actives 0.14% (n = 85,000);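 active = inhibition above 20%; inactive = inhibition below 20%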;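 note: preformed 24 hr biofilms exposed to compound for 48 hr; 0% = biofilm without compound and 100% = blank killed by clotrimazole plus chlorhexidine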
TNFa cytotox = cytotoxicity in TNFa-stimulated HUVEC, primary screen, cytotoxicity control for VCAM1 expression modulator project, imaging, Hoechst nuclei count. HUVEC TNFalpha-stimulated, Hoechst cell count. cell count reduction, % at 2 µM. actives 0.17% (n = 93,000). AID 848, 2007;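 active = cell count reduction exceeding the screen mean by over 5 SD, scaled to untreated wells per plate, cut at about 78% in these data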;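 note: cells counted after 24 h of TNF alpha exposure following the 1 h pretreatment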
Smad3 inh = Smad3/FoxH1 peptide binding inhibitors, primary screen, biochemical, TR-FRET; Mothers against decapentaplegic homolog 3 (Homo sapiens), P84022; TR-FRET Smad3/Dy647-FoxH1 peptide binding, europium anti-His; inhibition, % at 25 µM; actives 0.29% (n = 88,000);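 active = compounds that reduce the energy-transfer binding signal between the protein and its labelled peptide by more than half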;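 note: 0% = Smad3 plus labelled peptide maximal FRET and 100% = peptide-only background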
Target sequence (P84022 whole entry, looked up): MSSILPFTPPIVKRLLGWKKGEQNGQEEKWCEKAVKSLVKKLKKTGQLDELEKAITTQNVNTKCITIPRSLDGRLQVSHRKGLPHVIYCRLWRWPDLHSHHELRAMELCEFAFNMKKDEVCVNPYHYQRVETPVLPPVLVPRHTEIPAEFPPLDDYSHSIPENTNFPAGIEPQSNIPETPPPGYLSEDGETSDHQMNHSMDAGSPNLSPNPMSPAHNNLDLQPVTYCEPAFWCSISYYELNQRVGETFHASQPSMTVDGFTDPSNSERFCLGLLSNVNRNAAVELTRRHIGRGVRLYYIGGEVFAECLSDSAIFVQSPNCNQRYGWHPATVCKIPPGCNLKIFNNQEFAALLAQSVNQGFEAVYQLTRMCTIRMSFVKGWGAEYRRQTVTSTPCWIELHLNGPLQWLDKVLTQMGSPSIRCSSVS
* marks the source's active call; other numbers are inactive results; . = not tested or not shown; & = joins results of further samples; [ ] = dose if it differs, or a comment.

SMILES	ERb SRC1 inh	VCAM1 TNFa inh	HUVEC tox IL1B	F-actin modifier	sEH inhibitor	sEH act	Candida biofilm	TNFa cytotox	Smad3 inh
CCn1c(C)c(C(C)=O)c(N2CCN(c3ccccc3)CC2)nc1=S	-1.1	21.3	-1.1	.	8.6	-10.2	1.9	24.3	-17.4
CCOC(=O)CSc1nc2ccccc2c(=O)n1CC	3.1[fluorescence artefact?]	-5.4	-20.4	4.2	-15.7	19.5	1.6	-7.4	0.8
O=C(Nc1nncs1)c1ccc(S(=O)(=O)c2ccccc2)cc1	12.5	-32.7	-7.6	-5.3	31.5	-29.5	7.4	-21.0	1.8
Cc1ccc(S(=O)(=O)NCC(=O)N(CC(=O)NCc2ccco2)Cc2cccs2)cc1	-9.9	25.1	-5.8	25.8	-6.3	5.1	4.8	-23.3	8.1
CCn1c(SCC(=O)Nc2ccccc2C)nnc1-c1ccccc1O	-13.7	.	-21.3	.	-3.5	8.8	1.5	.	-2.7
O=c1c2ccccc2nnn1CSc1nc2sc3c(c2c(=O)n1CC1CCCO1)CCC3 (stereo unspecified)	50.0[fluorescence artefact?]	4.4	8.6	-20.8	-1.6	0.4	4.2	-22.4	5.2
CCOc1c(Br)cc(/C=C2/SC(=O)N(CC(=O)N3CCCC3)C2=O)cc1OC	.	-1.2	12.5	-14.7	-11.6	14.7	.	6.9	.
O=C(NCCc1ccccc1)C1CCN(C(=O)NCc2ccccc2)CC1	-3.9[fluorescence artefact?]	1.1	-41.3	1.5	17.1	-14.3	4.7	5.4	5.5
CCOC(=O)C1=C(C)NC(=O)NC1c1ccccc1Cl (stereo unspecified)	-8.6	0.5	18.6	6.3	-0.1	3.4	4.0	-8.8	6.6
CN(C/C(O)=C(\C#N)c1ccccc1)C1CCCCC1	5.4	7.2	-2.0	13.9	13.9	-14.8	2.9	-3.0	5.6
Cc1nc2sc3c(c2c(=O)o1)CCCC3	2.0	-6.6	-12.4	-17.6	.	.	7.0	-32.4	10.0
O=S1(=O)C[C@@H](N2CCOCC2)[C@H](N2CCOCC2)C1	5.3[fluorescence artefact?]	-12.4	-19.5	1.3	.	.	10.8	-29.8	-0.5
Cn1c(C(=O)NC2CCCC2)cc2c(=O)n(C)c3ccccc3c21	-5.5	6.9	1.9	-12.8	.	.	1.1	38.7	0.4
CCN(C1CCS(=O)(=O)C1)S(=O)(=O)c1cccs1 (stereo unspecified)	-1.0[fluorescence artefact?]	-8.2	33.8	-2.3	-12.3	12.4	0.2	5.9	-5.8
N#CCN1CCN(CC(=O)Nc2ccc(OCc3ccccc3)cc2)CC1	-9.0	3.8	-2.0	-5.1	7.0	-3.5	4.3	-4.5	-11.1
Cc1ccc(C)c(OCC(=O)Nn2c(C)nc3ccccc3c2=O)c1	-3.7	21.7	1.0	10.3	15.1	-12.0	6.8	-15.8	-2.2
CCOC(=O)CCC(=O)Nc1ccc(S(=O)(=O)N2CCC(C)CC2)cc1	-10.9	-0.9	-33.1	-3.4	8.6	-7.5	6.2	-17.8	4.4
COC(=O)Nc1ccc(S(=O)(=O)N2CCCc3ccccc32)cc1	-1.5[fluorescence artefact?]	11.6	.	-7.7	.	.	7.8	9.1	6.7
COc1ccc2nc(/N=C\N(C)C)sc2c1	-27.8	-14.2	-34.3	7.4	.	.	4.5	-12.0	1.1
CC(=O)n1nc2nc(C)cc(C)c2c1N	-13.2	-7.1	-22.3	-3.4	7.4	-10.0	5.2	-33.6	-1.5
Brc1cc2[nH]cnc2c2ccccc12	-3.4	17.3	-11.3	4.9	10.6	-6.0	4.2	.	7.1
COc1ccc(CCC(=O)NCc2cnn(C)c2)cc1	-7.1	7.9	-5.0	-0.4	-0.9	1.1	6.6	-24.7	-22.2
O=C(NCC1CCCC(CNC(=O)N2CCc3ccccc32)C1)N1CCc2ccccc21 (stereo unspecified)	.	-5.1	-5.2	17.5	92.4*	-92.5	.	-36.8	.
COc1ccccc1-c1nnc(NC(=O)C(C)SC2=NCCS2)s1 (stereo unspecified)	1.4	11.3	9.5	-18.9	9.5	-6.2	-0.5	-23.6	-1.1
COCCN(C(=O)C1CC1)c1nnc(-c2cccc(C)c2)s1	7.5	-8.5	-2.4	2.4	-10.4	9.5	6.2	-4.5	-6.9
CCOC(=O)Cc1csc(SCC(=O)Nc2cccc(C#N)c2)n1	-1.9	2.0	-19.8	15.1	-1.8	1.2	0.4	-18.6	6.8
Cn1c(Cc2ccccc2)nnc1SCC(=O)Nc1ccccc1N1CCOCC1	6.5	-20.4	-22.4	12.8	-5.2	5.8	4.9	-24.2	-3.8
COCCCNC(=O)c1ccc(-n2nc(C(F)(F)F)cc2-c2cccs2)cc1	.	1.0	-16.3	-24.3	12.5	-14.0	.	-7.7	.
Cc1cc(=O)[nH]c(SCc2nc3ncccn3c2Br)n1	4.5	-18.7	2.6	26.5	5.8	-8.1	8.2	-28.7	11.2
COc1ccc(/C=N\NC(=S)SCN2C(=O)C3CCC(C)(C2=O)C3(C)C)cc1 (stereo unspecified)	-1.1[fluorescence artefact?]	6.5	-191.7	10.5	-29.5	30.4	10.1	-16.5	-1.2
CCOc1ccc2c(=O)c(Oc3ccccc3)c(C)oc2c1	-18.4	4.1	-13.6	5.5	-10.9	11.0	3.9	-7.3	8.1
CC(=O)N(Cc1c(C)nn(-c2ccccc2)c1Cl)c1ccc(Cl)cc1	.	9.5	-10.2	14.7	9.2	-7.1	.	-27.8	.
O=C(Cc1coc2cc3c(cc12)CCC3)OCc1cc(=O)n2c(n1)sc1ccccc12	71.9*	-8.4	-16.0	43.1	-7.4	9.2	10.0	-0.8	12.4[fluorescence artefact?]
O=c1/c(=C/c2ccco2)sc2n1CN(c1ccccc1)CN=2	-14.6	-9.4	-11.0	.	2.3	-4.0	6.9	-19.5	-3.4
COC(=O)c1cc(-c2ccccc2)sc1N	3.3	10.8	-26.8	0.9	-6.0	7.5	2.1	-20.3	-2.8
CC(=O)C1=C(O)C(=O)N(Cc2ccccc2)C1c1ccccc1F (stereo unspecified)	-6.0	-0.8	11.0	0.2	12.9	-11.0	5.8	-29.9	-5.0
CCOc1ccc(NC(=O)CN2CCN(CC(=O)Nc3ccc(C(=O)OC)cc3)CC2)cc1	-13.8	-7.3	-8.4	5.8	15.1	-15.7	-2.5	-17.2	2.5
O=c1oc(Nc2ccc(F)cc2)nc2ccccc12	.	4.1	-14.3	-5.8	-1.5	1.7	.	-10.4	.
CCCCS(=O)(=O)NC1=NCN(CCOC(=O)c2ccccc2)CN1	-3.0[fluorescence artefact?]	4.6	-13.5	12.8	0.2	4.2	-1.7	-24.0	8.0[fluorescence artefact?]
COc1ccccc1C(c1nnnn1Cc1ccco1)N1CCN(c2cccc(C)c2C)CC1 (stereo unspecified)	1.9	2.8	3.7	0.6	5.0	-0.9	6.1	-4.7	0.0
CC1CN(C(=O)C2CCCN2S(=O)(=O)c2ccc(Cl)cc2)CC(C)O1 (stereo unspecified)	0.9	9.0	5.2	4.3	2.8	-5.5	11.4	-4.2	-0.7
O=C1CSC(=S)N1Cc1cccnc1	7.7[fluorescence artefact?]	10.7	-11.0	-7.4	-14.2	13.6	8.5	-18.8	8.5
COc1ccccc1C(=O)Nc1ccc(S(=O)(=O)N2CCCC2)cc1	-5.2	.	2.8	.	14.0	-12.8	2.8	.	13.5
CNc1nc(NC)nc(-n2c(C(F)(F)F)nc3ccccc32)n1	-5.4	-1.6	14.0	-4.5	-18.2	18.5	5.2	-2.3	6.7
O=S(=O)(NCc1ccccc1)c1cccc(S(=O)(=O)N2CCOCC2)c1	-7.0	19.2	22.3	.	6.3	-8.0	-2.0	-40.8	1.1
Cc1cccc(NC(=O)COc2ccc(Br)cc2C)n1	-4.9	-17.8	-1.8	0.4	9.2	-8.7	3.9	-15.2	-4.1
CCOC(=O)c1c(CN2CCCCC2)oc2ccc(OC)cc12	3.2&10.8[fluorescence artefact?]	16.3&10.7	-27.1	5.2&-2.1	2.5	-2.5	4.5&-0.9	-5.3&-13.2	-3.6&4.1
COC(=O)c1cccc(NC(=S)NCCC2=CCCCC2)c1	.	1.1	-7.8	-4.4	20.0	-19.1	.	0.0	.
Cc1ccc(N(CC(=O)N/N=C/c2cccs2)S(C)(=O)=O)cc1Cl	.	-24.9	6.3	6.3	26.0	-25.0	.	-37.2	.
CCCOc1cc(C)nc(-c2ccccc2O)n1	-7.8	26.5	-12.9	.	-14.4	11.3	8.4	6.0	0.4
O=C(CC1CCCCC1)NC1CCCC1	-21.6	2.9	15.8	5.6	25.4	-22.7	1.4	-30.0	4.7
Cc1ccc(/C=C(/C#N)c2nc(CCN3C(=O)c4ccccc4C3=O)cs2)cc1	.	0.5	-14.8	-1.8	-2.5	3.3	.	4.3	.

Compounds from the list above with an aryl methoxy group, in the order listed:
SMILES	ERb SRC1 inh	VCAM1 TNFa inh	HUVEC tox IL1B	F-actin modifier	sEH inhibitor	sEH act	Candida biofilm	TNFa cytotox	Smad3 inh
CCOc1c(Br)cc(/C=C2/SC(=O)N(CC(=O)N3CCCC3)C2=O)cc1OC	.	-1.2	12.5	-14.7	-11.6	14.7	.	6.9	.
COc1ccc2nc(/N=C\N(C)C)sc2c1	-27.8	-14.2	-34.3	7.4	.	.	4.5	-12.0	1.1
COc1ccc(CCC(=O)NCc2cnn(C)c2)cc1	-7.1	7.9	-5.0	-0.4	-0.9	1.1	6.6	-24.7	-22.2
COc1ccccc1-c1nnc(NC(=O)C(C)SC2=NCCS2)s1 (stereo unspecified)	1.4	11.3	9.5	-18.9	9.5	-6.2	-0.5	-23.6	-1.1
COc1ccc(/C=N\NC(=S)SCN2C(=O)C3CCC(C)(C2=O)C3(C)C)cc1 (stereo unspecified)	-1.1[fluorescence artefact?]	6.5	-191.7	10.5	-29.5	30.4	10.1	-16.5	-1.2
COc1ccccc1C(c1nnnn1Cc1ccco1)N1CCN(c2cccc(C)c2C)CC1 (stereo unspecified)	1.9	2.8	3.7	0.6	5.0	-0.9	6.1	-4.7	0.0
COc1ccccc1C(=O)Nc1ccc(S(=O)(=O)N2CCCC2)cc1	-5.2	.	2.8	.	14.0	-12.8	2.8	.	13.5
CCOC(=O)c1c(CN2CCCCC2)oc2ccc(OC)cc12	3.2&10.8[fluorescence artefact?]	16.3&10.7	-27.1	5.2&-2.1	2.5	-2.5	4.5&-0.9	-5.3&-13.2	-3.6&4.1

The list is partial; rates above refer to the full screens.
